# Screening data from PubChem.
# LANA DNA inh = KSHV C-LANA DNA binding inhibition; MBP-C-LANA/FAM-LBS DNA binding, fluorescence polarization; inhibition, % at 9 µM; actives 0.078% (n = 340,000); AID 504423;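 active means highest replicate inhibition at or above 60% at 9 µM, even if other replicates fall short; inactive means all replicates below 60% inhibition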;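 further: 0% = neutral control wells and 100% = 4 µM acridine orange control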
# RTF Ca sens inh = cardiac RTF calcium desensitization | inhibition, % at 7.15 µM | P19429+P45379 | actives 0.12% (n = 340,000) | IANBD-labeled cardiac RTF, Ca2+ fluorescence;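 active means inhibition above the mean inhibition of all tested compounds plus 3 SD, cut at about 17% in these data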;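 further: assay run at fixed EC70 calcium of 1.6 mM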
# V-ATPase pHluor = regulators of yeast V-ATPase proton transport. AID 504577. S. cerevisiae, pHLuorin cytosolic pH fluorescence. response, % at 10 µM. actives 0.37% (n = 350,000); in the data active means response mostly above about 7.3%, no sharp cut-off; inactive means mostly below about 5.4%; further: actives read high; inactives centre near 0; some compounds called inactive have numbers as strong as hits; reference of the scale not given here
# CAL PDZ FP-1 = blocks peptide binding to human CAL PDZ domain | Q9HD26 | actives 0.02% (n = 330,000) | AID 504414 | purified CAL PDZ, TMR-peptide fluorescence polarization, 1 h | inhibition, % at 20 µM;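 active means highest replicate inhibition of at least 40%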;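 further: plate controls were DMSO neutral control wells for no effect and unlabeled competitor peptide control wells for full effect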
#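 Assay system – tagged CAL PDZ protein CerCALP, purified · Timing – 1 h at RT · Compound – single point, 20 µM · Measured by – fluorescence polarization from S- and P-plane intensities, G-factor corrected · Evaluation – inhibition from polarization loss · Probe or stimulus – TMR reporter peptide T*-PRC34 · Buffer or medium – pH 7.4 phosphate-saline buffer, reducing agent, detergent, IgG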
# NSD2 HMT inh = blocks human histone methyltransferase NSD2; inhibition, % at 12.5 µM; actives 0.54% (n = 310,000); O96028; NSD2 peptide methylation, AlphaScreen, 120 min; in the data active means inhibition above about 50%
# Keap1 Nrf2 FP = Keap1-Nrf2 (human) interaction inhibition; actives 0.15% (n = 340,000); inhibition, % at 9.4 µM; Q14145; Keap1 Kelch-Nrf2 peptide fluorescence polarization, 1536-well; in the data active means inhibition above about 12%;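 further: human Keap1 Kelch domain with fluorescein labeled Nrf2 9mer peptide probe; 0% = neutral control wells and 100% = peptide positive control; higher means more block of Keap1 binding to Nrf2 peptide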
# Target sequence (Q14145 whole entry, looked up, the tested form may be a part): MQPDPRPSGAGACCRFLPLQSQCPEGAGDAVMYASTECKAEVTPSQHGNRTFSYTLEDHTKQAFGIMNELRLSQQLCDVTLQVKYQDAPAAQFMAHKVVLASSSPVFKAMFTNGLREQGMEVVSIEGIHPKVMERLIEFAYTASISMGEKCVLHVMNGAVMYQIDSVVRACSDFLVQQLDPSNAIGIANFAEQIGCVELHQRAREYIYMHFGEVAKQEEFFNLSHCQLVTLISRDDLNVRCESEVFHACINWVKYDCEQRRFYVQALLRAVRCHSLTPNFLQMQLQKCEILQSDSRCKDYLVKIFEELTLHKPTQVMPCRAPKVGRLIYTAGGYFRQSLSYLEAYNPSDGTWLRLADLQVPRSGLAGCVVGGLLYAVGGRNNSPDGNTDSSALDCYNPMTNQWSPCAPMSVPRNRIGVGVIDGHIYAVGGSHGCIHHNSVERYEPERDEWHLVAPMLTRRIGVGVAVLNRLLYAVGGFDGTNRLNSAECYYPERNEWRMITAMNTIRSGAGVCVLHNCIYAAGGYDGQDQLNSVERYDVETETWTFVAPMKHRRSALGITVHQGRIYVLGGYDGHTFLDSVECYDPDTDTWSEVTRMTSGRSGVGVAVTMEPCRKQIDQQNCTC
# Pemphigus Ab inh = human desmoglein-3 autoantibody binding inhibition; P32926; DSG3-coupled beads, scFv-anti-DSG3-GFP binding, flow cytometry; hits give low values; binding (percent of control), % at 10 µM; actives 0.48% (n = 310,000);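 active means binding more than 3 SD below its plate's average and above zero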;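 further: hits lower antibody fragment binding to DSG3; some compounds called inactive have numbers as strong as hits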
# DAGLB inhibitor = blocks human DAGLB lipase activity; AID 504411; inhibition, % at 5.17 µM; Q8NCG7; HEK293T DAGLB membrane lysate, EnzChek fluorogenic substrate; actives 0.059% (n = 340,000); in the data active means inhibition above about 34%;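 further: 0% = enzyme with vehicle and 100% = wells lacking enzyme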
# CAL PDZ FP-2 = inhibitors of human CAL PDZ peptide binding | inhibition, % at 24.9 µM | AID 602252 | Q9HD26 | actives 0.92% (n = 300,000) | purified CAL PDZ, TMR-peptide fluorescence polarization, 1 h;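 active means mean inhibition of at least 30% with at least half of replicates also reaching 30%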;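 further: 0% = DMSO neutral control and 100% = excess unlabeled competitor peptide PRC23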
# Arr AP2 block = blocks beta-arrestin peptide binding to AP2 adaptin; FITC-arrestin peptide / GST-AP2 beads, flow cytometry; AP2 beta2 appendage carries R879A mutation; inhibition, % at 10 µM; actives 0.31% (n = 340,000);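 active means inhibition above a set limit, near 3 SD of compounds lacking own fluorescence, cut at about 54% in these data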;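 further: plate controls were DMSO wells for no effect and 5 µM unlabelled arrestin peptide for full effect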
#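 Material – GST-tagged AP2 beta2-adaptin appendage (R879A) on 4 µm glutathione beads · Probe or stimulus – fluorescein-tagged arrestin peptide at 50 nM final · Timing – 12 min plus 1 h, RT · Detection – bead flow cytometry, FITC channel · Read-out basis – inhibition as reduced fluorescein signal on beads, percent · Medium – PBS plus Tween 20 (0.05%) and BSA (0.1%)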
# * = called active by the depositor; i = inactive; . = no result given. Not all compounds are listed; rates above refer to the full screens.
SMILES,LANA DNA inh,RTF Ca sens inh,V-ATPase pHluor,CAL PDZ FP-1,NSD2 HMT inh,Keap1 Nrf2 FP,Pemphigus Ab inh,DAGLB inhibitor,CAL PDZ FP-2,Arr AP2 block
COc1ccc(C2=NN(C(=O)CCC(=O)O)C(c3cccs3)C2)cc1 (configuration not stated),-0.9,-1,-3,-0.4,-2,-3,120,0,1,11
c1ccc(-c2nnc3ccc(N4CCCC4)nn23)cc1,1.7,-4,-1,-3.4,.,-4,101,-1,.,0
COc1ccc(CNC(=O)c2cc3ccccc3o2)cc1OC,-0.2,-2,-3,-0.3,20,-6,112,2,-5,9
OCCC1CN(Cc2cc(F)ccc2-n2cccn2)CCN1Cc1ccc(F)cc1 (configuration not stated),-1.9,-3,2,-2.8,1,-1,101,1,1,33
C/C(=N\Nc1nc(N)cc(Cl)n1)c1ccc(F)cc1,-1.6,3,2,-3.7,-2,-1,113,-1,0,43
O=C(NCCCN1CCN(c2cccc(Cl)c2)CC1)c1nc(-c2ccncc2)no1,0.7,-13,0,.,1,1,105,-1,-1,1
O=C(O)c1ccccc1-c1ccc(/C=C/c2cc(C(F)(F)F)[nH]c(=O)n2)o1,7.6,i,2,1.0,11,-234,103,-103,0,30
COC(=O)c1ccc(N2CCOCC2)c(NC(=O)c2ccc3c(c2)OCO3)c1,-0.1,0,-2,-2.6,-2,-3,117,-3,-8,25
COc1ccc(NC(=O)C2=C(C)C(=O)OC23CCC(C)CC3)cc1Cl (configuration not stated),-0.1,-1,-1,-1.2,0,2,.,-1,1,9
N#Cc1c(-c2ccccc2)nc(SCc2cccc(Cl)c2)[nH]c1=O,2.4,-3,-1,-1.6,11,-6,111,14,3,-11
COC(=O)c1cc(NC2c3ccccc3C(=O)N2c2cccnc2)cc(C(=O)OC)c1 (configuration not stated),-0.7,-3,-3,-2.0,.,-1,94,3,.,0
O=[N+]([O-])c1cccc(S(=O)(=O)c2ccc(NCCOCCO)c([N+](=O)[O-])c2)c1,-1.3,-1,2,-0.6,1,-4,94,1,.,30
O=C(NCC1CCCO1)c1onc(CSc2ccc(Cl)cc2)c1C(=O)O (configuration not stated),0.9,-10,-1,-0.8,.,5,105,0,-6,6
C/C(CCc1oc2ccc(Br)cc2c1-c1ccc(C)o1)=N/O,3.6,-20,-4,0.0,1,-8,110,-6,-3,-8
COc1cc(/C=N/n2nnnc2N)ccc1OC(C)C,-0.3,-3,-3,-0.7,40,3,111,-2,1,30
CC(C)=C1C2CCC1C1C(=O)N(c3nc(-c4ccc(F)cc4)c(C)s3)C(=O)C21 (configuration not stated),0.3,4,1,0.4,-3,1,88,-5,2,18
Cc1c(NC(=S)NC(=O)c2ccc(-c3ccc(Cl)cc3)o2)cccc1C(=O)O,-1.1,2,-3,-2.2,7,-6,98,3,-2,9
O=C(NCCN1CCOCC1)N1c2ccccc2Sc2ccccc21,1.3,0,1,-1.8,0,2,.,2,0,1
COc1ccc(N2C(=O)C(CC(=O)Nc3ccc(F)cc3)N(CCc3cccs3)C2=O)cc1 (configuration not stated),1.9,2,-1,-1.0,-3,3,98,-2,3,-4
Nc1[nH]n2c(=O)cc(-c3ccccc3)nc2c1N=Nc1ccccc1,-2.3,1,0,-0.5,13,-4,105,5,6,29

# Entries of single compounds from above. Screens in order: LANA DNA inh | RTF Ca sens inh | V-ATPase pHluor | CAL PDZ FP-1 | NSD2 HMT inh | Keap1 Nrf2 FP | Pemphigus Ab inh | DAGLB inhibitor | CAL PDZ FP-2 | Arr AP2 block
# Results for O=C(O)c1ccccc1-c1ccc(/C=C/c2cc(C(F)(F)F)[nH]c(=O)n2)o1 → 7.6 | i | 2 | 1.0 | 11 | -234 | 103 | -103 | 0 | 30
# Results for COC(=O)c1ccc(N2CCOCC2)c(NC(=O)c2ccc3c(c2)OCO3)c1 → -0.1 | 0 | -2 | -2.6 | -2 | -3 | 117 | -3 | -8 | 25
# Results for c1ccc(-c2nnc3ccc(N4CCCC4)nn23)cc1 → 1.7 | -4 | -1 | -3.4 | . | -4 | 101 | -1 | . | 0
# Results for COc1ccc(CNC(=O)c2cc3ccccc3o2)cc1OC → -0.2 | -2 | -3 | -0.3 | 20 | -6 | 112 | 2 | -5 | 9
# Results for O=[N+]([O-])c1cccc(S(=O)(=O)c2ccc(NCCOCCO)c([N+](=O)[O-])c2)c1 → -1.3 | -1 | 2 | -0.6 | 1 | -4 | 94 | 1 | . | 30

# Next part.
SMILES,LANA DNA inh,RTF Ca sens inh,V-ATPase pHluor,CAL PDZ FP-1,NSD2 HMT inh,Keap1 Nrf2 FP,Pemphigus Ab inh,DAGLB inhibitor,CAL PDZ FP-2,Arr AP2 block
CCOc1ccccc1-c1nc(CN(Cc2cnn(C)c2)C(C)C)c(C)o1,-0.4,-5,1,0.2,6,2,100,-2,.,-22
CCc1ccc(CNC(=O)c2ccc3c(c2)NC(=O)C(N2CCOCC2)S3)cc1 (configuration not stated),1.0,1,-2,-2.2,-2,-1,99,3,-4,-2
CC(CCc1ccccc1)NC(=O)c1nnc(Cc2ccc(F)cc2)o1 (configuration not stated),0.3,-4,-3,-0.3,.,3,98,-5,.,0
CS(=O)(=O)N(CC(=O)N1CCCC1)c1cc(C(F)(F)F)ccc1Cl,0.7,15,-2,-0.4,1,0,104,2,3,36
CN(C)S(=O)(=O)c1ccc(Cl)c(NC(=O)COC(=O)/C=C/c2ccco2)c1,2.1,5,-3,-1.4,-2,-8,117,-4,-2,-27
O=C(Nc1ccc(S(=O)(=O)Nc2ncccn2)cc1)c1ccc2ncsc2c1,0.7,-6,3,0.9,.,-2,111,3,-5,-14
CN(CC(=O)Nc1cccc(F)c1)C(=O)c1cc([N+](=O)[O-])ccc1N1CCOCC1,0.4,-3,3,-0.3,-1,2,99,5,.,27
COc1ccc(NC(=S)NCCCN2CCCC2)cc1Cl,0.0,1,0,0.4,4,-3,100,0,-6,1
C=CCc1ccc(OCCOCCOc2ccccc2[N+](=O)[O-])c(OC)c1,0.7,-8,-3,-2.7,-1,0,102,-6,2,6
O=S(=O)(c1ccc(S(=O)(=O)N(Cc2cccs2)CC2CCCO2)cc1)N1CCCCC1 (configuration not stated),-1.8,4,-1,.,-6,-7,105,-4,-27,3
CCn1cc([N+](=O)[O-])c(C(=O)Nc2nc3ccc(OC)cc3s2)n1,1.5,6,-1,-1.5,-2,-3,103,2,0,7
C1=C(c2ccccc2)Nc2nnnn2C1c1cccs1 (configuration not stated),6.6,-16,.,-0.5,-3,-5,100,2,-2,3
COC(=O)C1=C(C)N(CCc2c[nH]c3ccccc23)C(=O)C1,-0.2,-5,6,-1.2,-2,-5,111,-2,.,25
COc1ccc(C(=O)Nc2ccc3cn[nH]c3c2)c(OC)c1,-0.3,-15,0,.,1,-4,97,-1,-6,12
O=C(CSc1ccc2nnc(-c3ccc(Cl)cc3)n2n1)N1CCc2ccccc21,-0.2,1,4,-1.6,.,-3,93,2,.,7
Nc1nonc1-c1nc2ccccc2n1Cc1ccc(Cl)cc1,-1.1,6,7,-0.8,-2,0,92,-5,.,8
COc1ccc(NC(=O)C2(S(=O)(=O)c3ccc(C)cc3)CC2)cc1OC,0.0,5,5,-0.5,-2,0,104,-3,-4,31
CC(C)C(=O)Nc1nc(-c2ccc(S(=O)(=O)N3CCOCC3)cc2)cs1,-0.4,3,-4,-2.9,-2,-1,95,-2,2,10
Cc1ccc(SCC(=O)N2CCC(C(N)=O)CC2)cc1,2.0,0,0,-1.7,-1,-1,128,1,-1,7
COc1cc(NC(=S)N2CCc3ccccc3C2)cc(OC)c1,-0.5,-6,2,-1.5,1,6,109,4,-1,6

# Looked up above:
# Under Keap1 Nrf2 FP, COc1ccc(CNC(=O)c2cc3ccccc3o2)cc1OC has -6
# Under CAL PDZ FP-1, C/C(=N\Nc1nc(N)cc(Cl)n1)c1ccc(F)cc1 has -3.7
# Under CAL PDZ FP-2, CC(C)=C1C2CCC1C1C(=O)N(c3nc(-c4ccc(F)cc4)c(C)s3)C(=O)C21 (configuration not stated) has 2
# Under V-ATPase pHluor, N#Cc1c(-c2ccccc2)nc(SCc2cccc(Cl)c2)[nH]c1=O has -1
# Under V-ATPase pHluor, COC(=O)c1ccc(N2CCOCC2)c(NC(=O)c2ccc3c(c2)OCO3)c1 has -2
# Under Keap1 Nrf2 FP, C=CCc1ccc(OCCOCCOc2ccccc2[N+](=O)[O-])c(OC)c1 has 0
# Under CAL PDZ FP-1, COc1ccc(NC(=S)NCCCN2CCCC2)cc1Cl has 0.4

# (further entries)
SMILES,LANA DNA inh,RTF Ca sens inh,V-ATPase pHluor,CAL PDZ FP-1,NSD2 HMT inh,Keap1 Nrf2 FP,Pemphigus Ab inh,DAGLB inhibitor,CAL PDZ FP-2,Arr AP2 block
CC1CN(C(=O)/C=C/c2ccc3c(c2)OCO3)CC(C)O1 (configuration not stated),0.4,-1,-3,-1.1,0,-4,101,-5,9,21
CC1CCN(C(=O)CSc2nncn2C)CC1,1.2,-8,1,-0.3,-3,-4,107,-2,1,-4
COC(=O)CSc1ccc2c(N)c(C(=O)OC)sc2c1,2.5,-1,-2,-1.9,-16,-3,92,2,-2,-1
O=C(c1ccc(CSc2nc3ccncc3[nH]2)cc1)N1CCN(c2cccc(Cl)c2)CC1,0.1,-4,1,-1.3,.,-2,113,4,.,4
CC(C)CC(=O)Nc1ccc(C(=O)Cn2nc(C(=O)O)c3ccccc3c2=O)cc1,-0.1,-10,2,.,-1,3,106,5,-3,15
Cc1cc(C)n(Cc2ccc(Cl)nc2)n1,-1.1,-5,-1,-1.7,-6,3,.,3,-2,0
O=C(Nc1cccc(F)c1)c1ccc2c(c1)OCCO2,0.9,-13,-1,-1.6,30,-7,100,-3,-5,5
